Assay outcomes from PubChem BioAssay.
D2 antag: D2 dopamine receptor (human) antagonism; P14416; HEK293 TREx D2 cells, calcium flux, dopamine EC80; inhibition, % at 10 µM; actives 2% (n = 340,000); in the data active means inhibition above about 30%; further: 0% is about no effect
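Calcium mobilization kinetics were recorded at 1 s intervals in tetracycline-induced HEK293 T-REx D2 cells, first for 180 s after compound addition and then 180 s after EC80 dopamine.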
TrxR1 substrate: rat thioredoxin reductase 1 substrate activity. purified TrxR1 substrate turnover, NADPH consumption readout. Potency, µM (highest dose often 114 µM), without a hit: at the top dose activity change, negative = substrate turnover. actives 0.01% (n = 390,000). AID 588456; further: potency means the concentration at half of the fitted maximal effect; on the % scale 0 is the no-effect control and ±100 the full control effect; nearly all actives have a fitted effect of over 50% in size
Target sequence (O89049 whole entry, looked up): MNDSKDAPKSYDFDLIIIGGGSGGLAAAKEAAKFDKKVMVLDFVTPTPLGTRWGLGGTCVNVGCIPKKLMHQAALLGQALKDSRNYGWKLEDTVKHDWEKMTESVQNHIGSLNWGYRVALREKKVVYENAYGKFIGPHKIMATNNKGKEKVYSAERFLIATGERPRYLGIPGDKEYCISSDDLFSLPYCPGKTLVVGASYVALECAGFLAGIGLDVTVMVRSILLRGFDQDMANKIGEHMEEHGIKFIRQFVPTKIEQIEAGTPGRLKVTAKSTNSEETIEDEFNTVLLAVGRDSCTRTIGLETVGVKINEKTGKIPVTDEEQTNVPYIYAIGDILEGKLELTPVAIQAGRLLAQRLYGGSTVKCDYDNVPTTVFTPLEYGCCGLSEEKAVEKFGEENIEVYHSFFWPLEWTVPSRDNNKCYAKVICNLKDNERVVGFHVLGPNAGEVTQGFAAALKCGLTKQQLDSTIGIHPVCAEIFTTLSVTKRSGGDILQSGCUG
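Rat TrxR1, dispensed at 90 nM, was prereduced with 400 uM NADPH (final) for 5 min at ~22 deg C, then incubated with compound 15 min before 400 uM selenite. A first-read NADPH fluorescence drop versus no-compound background flagged substrates.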
TRHR ag: activates the human TRH receptor; actives 0.18% (n = 360,000); TRHR cells, calcium flux fluo-8, FDSS agonist mode; activation, % at 2 µM; AID 493084; P34981; in the data active means activation above about 30%; further: 0% is about no effect
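Agonist-mode FDSS calcium read (Ex 480/Em 530, 1 s cycles) in 1536-well TRHR cells with fluo-8 dye, after 10-cycle baseline and 23 nL compound addition; TRH at EC20 (10 nM final) added afterwards for the enhancer phase.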
TRHR PAM: allosteric enhancers of human TRH receptor. P34981. TRHR cells, fluo-8 calcium fluorescence, EC20 TRH enhancement. enhancement, % at 2 µM. actives 0.66% (n = 360,000); in the data active means enhancement above about 30%; further: 0% is about no effect
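TRHR-expressing cells loaded with fluo-8 calcium dye were read kinetically (ex 480/em 530) during compound addition, then stimulated with an EC20 of TRH (10 nM final). Enhancement of the Gq-mediated intracellular calcium response was scored.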
PI4K2A block: PI4K2A (human) kinase inhibition | actives 0.13% (n = 420,000) | Q9BTU6 | activity change, negative = inhibition, % at 76.9 µM | purified PI4K2A, ADP-Glo luminescence, 1 h; active compounds read low; in the data active means activity change below about -50%; inconclusive means mostly about -30% to -49%;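 further: -100% = wells without enzyme as full effect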
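Compounds are screened against recombinant PI4K2A using PI as substrate and ATP, the latter dispensed at 300 microM. Reactions run one hour at ambient temperature before ADP-Glo detection; full inhibition defined by wells lacking enzyme.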
USP1 inh: inhibitors of human USP1/UAF1 deubiquitinase; O94782; recombinant USP1/UAF1, Ub-Rhodamine cleavage fluorescence; Potency, µM (highest dose often 57.1 µM), for inactives: top-dose activity change, negative = inhibition, hits mostly inhibitors; actives 0.23% (n = 390,000); AID 743255; further: potency means the concentration at half of the fitted maximal effect; on the % scale 0 is the no-effect control and ±100 the full control effect; nearly all actives have a fitted effect of over 60% in size; inactives centre near -12
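1 nM enzyme complex + cpd, 15 min RT; start with Ub-Rho 150nM final; kinetic fluorescence ex 480/em 540, 6 reads q60 s. Buffer 50mM HEPES pH 7.8, 0.5mM EDTA, 0.1 mg/ml BSA, 1mM TCEP, 0.01% Tween-20.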
rTrxR1 inhibitor: inhibitors of rat thioredoxin reductase 1; O89049; recombinant rTrxR1, NADPH fluorescence consumption, selenite substrate; Potency, µM (highest dose often 114 µM), for the others: at the highest dose activity change, negative = inhibition, actives largely listed as inhibitors; actives 1% (n = 390,000); AID 588453; further: potency means the concentration at half of the fitted maximal effect; on the % scale 0 is the no-effect control and ±100 the full control effect; nearly all actives have a fitted effect of over 65% in size
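Rat TrxR1 (90 nM in the dispensed reagent) was pre-reduced with 400 uM NADPH for 5 min at room temperature, then incubated with compound for 15 min. After 400 uM selenite was added, NADPH fluorescence (Ex 340/Em 450 nm) was followed for 8 min.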
mIDH1 inhibitor: inhibitors of human mutant IDH1 R132H; O75874; IDH1-R132H enzyme, NADPH consumption, diaphorase/resazurin fluorescence; actives 0.093% (n = 390,000); Potency, µM (doses to about 76.6 µM), without a hit: at the highest dose activity change, negative = inhibition, most hits filed as inhibitors; AID 602179; further: potency means the concentration at half of the fitted maximal effect; on the % scale 0 is the no-effect control and ±100 the full control effect; nearly all actives have a fitted effect of over 65% in size
Target sequence (O75874 whole entry R132H, stated change not applied): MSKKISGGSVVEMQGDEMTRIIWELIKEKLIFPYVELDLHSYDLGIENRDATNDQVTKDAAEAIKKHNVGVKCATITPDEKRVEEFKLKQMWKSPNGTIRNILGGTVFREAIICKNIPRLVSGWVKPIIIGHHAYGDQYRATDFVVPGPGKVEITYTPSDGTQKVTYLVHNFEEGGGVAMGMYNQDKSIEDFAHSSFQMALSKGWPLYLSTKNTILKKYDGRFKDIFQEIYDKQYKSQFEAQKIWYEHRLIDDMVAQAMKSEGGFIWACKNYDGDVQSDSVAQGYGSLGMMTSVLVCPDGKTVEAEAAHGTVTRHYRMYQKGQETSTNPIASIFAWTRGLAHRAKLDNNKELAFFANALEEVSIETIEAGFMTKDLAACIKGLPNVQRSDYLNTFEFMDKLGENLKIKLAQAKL
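IDH1-R132H (0.5 ug/mL dispensed) in pH 7.5 Tris buffer was preincubated 30 min with compound, then given a substrate mix of 0.016 mM NADPH and 2 mM alpha-KG for 80 min at room temperature; remaining NADPH was read by diaphorase/resazurin fluorescence.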
D2 ag: D2 dopamine receptor (human) agonism | HEK293 T-REx D2 cells, calcium flux agonist mode | activation, % at 2 µM | actives 0.53% (n = 340,000) | P14416;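 active means activation over 3 SD above normal in the single-dose calcium agonist read, cut at about 30% in these data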; further: 0% is about no effect
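Agonism scored from kinetic calcium signal (1 read/sec, 180 s) following compound pin transfer, after a 10 s baseline. Cells: HEK293 Trex line expressing inducible D2 receptor coupled to calcium, dye-loaded after overnight culture at 30 C.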
Starred values were filed as active, the others as inactive; ? = inconclusive; / = no result given; & = joins results of further samples; [ ] = another dose, or the depositor's remark. Unless noted, the call rests on the fitted dose curve; in most records, active means well fitted inhibition curve with a large enough effect; inconclusive means small, poorly fitted or top-dose-only effect; inactive means no such curve, though single readings can be large or run the other way.

SMILES	D2 antag	TrxR1 substrate	TRHR ag	TRHR PAM	PI4K2A block	USP1 inh	rTrxR1 inhibitor	mIDH1 inhibitor	D2 ag
Cc1ccc(S(=O)(=O)C(NC(=O)c2ccccc2)=C(Cl)Cl)cc1	/	8%[57.1 µM]	/	/	-10	-8%	-49%	-3%	/
O=C(NCc1cccs1)C(=O)NCC1OCCCN1S(=O)(=O)c1cccs1 (stereo not given)	6	-4%	-0.4	-3	-5	-16%	13%	-5%	-1.1
Cc1nc(SCC(=O)Nc2nnc(C(C)C)s2)n[nH]1	7	2%	0.5	-2	0	?	13%	-5%	-0.9
CCCC1(C(=O)OC)NC(c2ccc(OC)cc2OC)C2C(=O)N(c3cccc(C(C)=O)c3)C(=O)C21 (stereo not given)	-5	9%	0.6	10	-10	-12%	24%	10%	6.0
CCOC(=O)c1cccc(NC(=O)C2CCCN(S(=O)(=O)c3c(C)nn(C)c3C)C2)c1 (stereo not given)	/	1%	-0.8	2	-1	-10%	-2%	1%	/
O=C(Cn1cnc2ccccc2c1=O)Nc1ccc(S(=O)(=O)N2CCOCC2)cc1	15	3%	1.1	0	0	-14%	-1%	7%	0.1
CCCOc1ccccc1OCC(=O)Nc1cccc(S(=O)(=O)NC2=NCCC2)c1	-3	-4%	-0.2	-1	-3	4%	0%	-3%	0.1
COc1ccc(NC(=O)c2c(C)oc3ccc(O)c(CN4CCN(Cc5ccccc5)CC4)c23)cc1Cl	/	1%	0.1	7	-2	-24%	0%	-4%	0.1
COc1cccc(-c2nc(CS(=O)CC(=O)NCc3ccc(F)cc3)c(C)o2)c1 (stereo not given)	-6	-6%	-0.1	-2	5	-7%	0%	0%	-1.1
O=c1cc(CSc2ccc(Cl)cc2)nc(N2CCCCC2)[nH]1	-1	9%[57.1 µM]	-0.2	5	-4	-5%	-7%[57.1 µM]	6%	-0.1
Cc1ccc(Cl)cc1N(Cc1ccc(C(=O)NCc2cccnc2)cc1)S(=O)(=O)c1ccccc1	-3	-7%	1.8	1	-2	-9%	-11%	0%	1.0
O=C(N/N=C/c1cccs1)c1cccc(NC(=O)c2ccccc2Cl)c1	-13	3%[57.1 µM]	-0.1	26	0	-22%	9%[57.1 µM]	3%	0.5
O=C(OCc1cc2ccccc2[nH]c1=O)C1CCCO1 (stereo not given)	-4	0%	0.6	-8	3	-5%	-6%	-5%	-0.2
Cc1ccc(-c2csc(C(C#N)=C3CCCC3)n2)cc1	/	-2%	0.1	4	4	-5%	-8%	6%	/
CCOC(=O)CNc1nnc(SCC(=O)OCC)[nH]c1=O	-8	6%	0.3	2	-8	-20%	10µM*	9%	0.3

A few values from the list.
`O=C(N/N=C/c1cccs1)c1cccc(NC(=O)c2ccccc2Cl)c1` @ mIDH1 inhibitor: 3%
`Cc1nc(SCC(=O)Nc2nnc(C(C)C)s2)n[nH]1` @ TrxR1 substrate: 2%
`Cc1ccc(S(=O)(=O)C(NC(=O)c2ccccc2)=C(Cl)Cl)cc1` @ rTrxR1 inhibitor: -49%
`CCOC(=O)c1cccc(NC(=O)C2CCCN(S(=O)(=O)c3c(C)nn(C)c3C)C2)c1` (stereo not given) @ mIDH1 inhibitor: 1%
`O=C(Cn1cnc2ccccc2c1=O)Nc1ccc(S(=O)(=O)N2CCOCC2)cc1` @ TrxR1 substrate: 3%
`CCOC(=O)CNc1nnc(SCC(=O)OCC)[nH]c1=O` @ PI4K2A block: -8
`O=C(OCc1cc2ccccc2[nH]c1=O)C1CCCO1` (stereo not given) @ D2 antag: -4

An excerpt from above in order of number of heavy atoms, high to low.
SMILES	D2 antag	TrxR1 substrate	TRHR ag	TRHR PAM	PI4K2A block	USP1 inh	rTrxR1 inhibitor	mIDH1 inhibitor	D2 ag
COc1ccc(NC(=O)c2c(C)oc3ccc(O)c(CN4CCN(Cc5ccccc5)CC4)c23)cc1Cl	/	1%	0.1	7	-2	-24%	0%	-4%	0.1
CCCC1(C(=O)OC)NC(c2ccc(OC)cc2OC)C2C(=O)N(c3cccc(C(C)=O)c3)C(=O)C21 (stereo not given)	-5	9%	0.6	10	-10	-12%	24%	10%	6.0
Cc1ccc(Cl)cc1N(Cc1ccc(C(=O)NCc2cccnc2)cc1)S(=O)(=O)c1ccccc1	-3	-7%	1.8	1	-2	-9%	-11%	0%	1.0

Next compounds:
SMILES	D2 antag	TrxR1 substrate	TRHR ag	TRHR PAM	PI4K2A block	USP1 inh	rTrxR1 inhibitor	mIDH1 inhibitor	D2 ag
Cc1cccc(C(=O)Nc2cccc(C(=O)N/N=C/c3cccc(C)n3)c2)c1	-1	-8%[57.1 µM]	-1.0	0	-3	0%	-11%[57.1 µM]	-15%	1.3
Cc1cccc(NC(=O)c2nc(S(C)(=O)=O)ncc2Cl)c1	/	11%[57.1 µM]	-0.3	18	4	-13%	7.1µM*	7%	0.1
COCCn1c(N)c(N(Cc2ccccc2)C(=O)COc2ccccc2F)c(=O)[nH]c1=O	-4	3%	0.1	0	1	-19%	16%	-1%	0.3
COc1ccc(-c2c(C#N)c(N)nc3c2CCC3)cc1	-4	121%[activator]	-1.4	3	-3	-8%	85%[activator]	-4%	-0.9
C/C(=N\OC(=O)C1CC1)C1CC1c1ccc(F)cc1 (stereo not given)	9	-1%	-0.6	-5	-21	0%	4%	0%	-1.4
CC(C)c1ccc(Nc2ncccc2C#N)cc1	-4	7%[57.1 µM]	-0.2	4	-13	-26%	-2%[57.1 µM]	3%	-0.1
COc1ccc2c(CC(=O)N3CCN(S(=O)(=O)c4cccs4)CC3)coc2c1	4	-7%	-0.1	-4	-1	-13%	0%	-1%	0.3
Cc1sc(NC(=O)/C=C/c2ccco2)c(C(=O)OC(C)C)c1C	4	12%[57.1 µM]	-0.6	-5	-2	-20%	-6%[57.1 µM]	0%	0.3
CCS(=O)(=O)n1nc(C(=O)N2CCOCC2)nc1N	-16	-5%	0.0	3	-1	3%	4%	-1%	2.7
CC1(C)CC(=O)C2=C(C1)OC(N)=C([N+](=O)[O-])C2c1cccs1 (stereo not given)	/	-8%	-0.1	-1	0	-6%	-23%	0%	/
Cc1cc(C)c(C(=O)O)c(CC(C)(C)C(=O)O)c1	-5	6%[57.1 µM]	0.1	2	-2	1%	26%[57.1 µM]	2%	-3.2
O=C(COCc1cc(-c2cccs2)on1)Nc1cc(Cl)ccc1O	/	-12%	0.6	-2	-1	-18%	-2%	0%	0.8
Cc1ccc(Nc2nc(N/N=C\c3ccc4c(c3)OCO4)nc(N3CCOCC3)n2)cc1	-10	-17%[57.1 µM]	-0.4	-1	-4	-11%	-16%	-5%	2.5
O=S(=O)(N/N=C/c1ccccc1F)c1ccccc1	-8	-6%	0.1	-2	2	5%	6%[57.1 µM]	8%	0.4
CCOc1ccc(CN2C(=O)c3ccccc3C2C(=O)NCc2cccnc2)cc1 (stereo not given)	6	6%	-0.2	-5	6	5%	17%	9%	0.2
Cn1cc(C(=O)NCC(=O)Nc2ccccc2Br)cn1	/	1%	/	/	4	-13%	22%	-7%	/
COc1ccc(C2CC(=O)c3c(C)nc(N4CCN(Cc5ccccc5)CC4)nc3C2)cc1OC (stereo not given)	5	3%	-1.9	5	6	-14%	-16%	-4%	-0.3
COc1ccc(NC(=O)C(NC(=O)c2ccc(=O)[nH]c2)c2ccc(C)cc2)cc1 (stereo not given)	/	-14%	0.0	4	5	-3%	-15%	4%	/
Cc1ccccc1N1CCN(C2CCCN(C(=O)CCN3CCCO3)C2)CC1 (stereo not given)	-2	0%	0.2	0	-4	-6%	-7%	5%	0.1
O=C(NC(NC(=S)Nc1ccccc1C(=O)O)C(Cl)(Cl)Cl)c1ccccc1 (stereo not given)	0	51%	-0.5	-2	-3	5%	15%[57.1 µM]	6%	1.0
Cc1ccc(NC(=O)C(=O)NNC(=O)c2cccs2)cc1	11	-8%	-0.3	-6	1	-10%	-5%	-9%	0.7
CCc1ccc(NC(=O)CCS(=O)(=O)c2ccc3c(c2)CCN3C(C)=O)cc1	9	-2%	-0.6&-0.4	-4&-6	-4&5	-12%&-21%	7%	-1%&5%	0.7
Oc1ccc(C[C@H]2CNC(=S)N2CCc2cc(C(F)(F)F)cc(C(F)(F)F)c2)cc1	2	-6%	-0.5	-5	-3	-12%	21%	-6%	0.4
Cc1nn(Cc2ccc(F)cc2)c2sc(C(=O)Nc3nccs3)cc12	-6	8%	-0.2	0	-6	-3%	13%	-2%	-1.4
Cc1[nH]c(=O)[nH]c(=O)c1Sc1ccccc1[N+](=O)[O-]	-1	-3%	1.9	-1	-3	-23%	3%	0%	0.4
O=C(O)CC1(CC(=O)NCc2ccc(-c3cccs3)cc2)CCCCC1	-2	8%	0.1	0	2	-26%	25%	-4%	-2.9
CSc1nsc(SC)c1C(=O)N1CCN(S(=O)(=O)c2ccc(C)cc2)C1C (stereo not given)	0	-7%	-1.5	-3	-13	3%	-4%	5%	-1.1
CCn1cc(C(=O)NCCC(C)C)c(=O)c2cc(F)c(N3CCN(C(=O)c4ccco4)CC3)cc21	16	57%[activator]	0.2	-1	3	-22%	29%	-6%	-0.2
